Bioassay records as filed in PubChem BioAssay.
PLC-gamma1 inh: PLC-gamma1 enzyme inhibitors, primary screen, biochemical, fluorescence, purified enzyme; 1-phosphatidylinositol 4,5-bisphosphate phosphodiesterase gamma-1 (Homo sapiens), P19174; fluorogenic substrate; inhibition, % at 12.2 µM; actives 0.84% (n = 370,000); AID 720700, 2013; in the data active = inhibition above about 9.5%
ASAP1 GAP inh: inhibitors of human ASAP1 ArfGAP activity, primary screen, biochemical, fluorescence polarization. ASAP1-stimulated ARF1 GTP hydrolysis, GDP FP detection. actives 0.19% (n = 360,000). inhibition, % at 16.5 µM. Arf-GAP with SH3 domain, ANK repeat and PH domain-containing protein 1 (Homo sapiens), …; in the data active = inhibition above about 25%;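 note: 0% = vehicle with enzyme and substrate and 100% = no enzyme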
Rev-erbA mod: modulators of Rev-erb alpha DNA binding, primary screen, biochemical, FITC-DNA, fluorescence polarization, uHTS; Rev-erbα–FITC-DNA binding, 90 min; actives 0.79% (n = 370,000); activity, % at 10 µM; AID 1259318, 2017;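 active = activity above about 14%, limit read from the data; passing the limit was not always enough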;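 note: 0% = DMSO wells with 35 nM protein and 100% = DMSO wells with 750 nM protein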
proKLK7 act: proKLK7 zymogen activators, primary screen, biochemical, fluorescence intensity. purified proKLK7, EDANS-DABCYL substrate fluorescence; 100% is mature enzyme control, 0% vehicle. Kallikrein-7 (Homo sapiens), P49862. activation, % at 7 µM. actives 0.9% (n = 370,000);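 active = activation above the mean of all tested compounds plus 3 SD, computed per campaign excluding outliers beyond control limits, cut at about 13% in these data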
Target sequence (P49862 whole entry, looked up): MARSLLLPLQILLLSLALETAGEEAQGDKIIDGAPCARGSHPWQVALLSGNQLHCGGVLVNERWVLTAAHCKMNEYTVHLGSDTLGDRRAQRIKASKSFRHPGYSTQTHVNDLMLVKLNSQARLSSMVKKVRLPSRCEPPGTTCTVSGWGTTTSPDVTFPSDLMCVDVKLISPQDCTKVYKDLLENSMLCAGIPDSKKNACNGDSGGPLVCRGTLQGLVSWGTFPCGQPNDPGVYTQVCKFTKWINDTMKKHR
PLCb3 inh: human PLC-beta3 inhibitors, primary screen, biochemical, fluorescence | inhibition, % at 12.2 µM | actives 0.18% (n = 370,000) | Purified PLC-beta3, fluorogenic substrate; in the data active = inhibition above about 11%;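 note: 0% = median of compound wells on plate and 100% = full blocker control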
HGIII-sPLA2 inh: human group III sPLA2 inhibitors, primary screen, biochemical, QFRET, BODIPY PC-A2 liposome substrate; AID 743126, 2013; actives 0.56% (n = 370,000); QFRET BODIPY PC-A2 liposome hydrolysis, fluorescence; inhibition, % at 12.2 µM; Group 3 secretory phospholipase A2 (Homo sapiens), Q9NZ20;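 active = inhibition above mean plus 3 SD of compounds lying within the high and low control bounds, cut at about 19% in these data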;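 note: 0% = median of test compound wells and 100% = no enzyme DMSO wells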
ARFGAP1 inh: inhibitors of rat ARFGAP1 GAP activity, primary screen, biochemical, fluorescence polarization, GDP tracer. ADP-ribosylation factor GTPase-activating protein 1 (Rattus norvegicus), Q62848. Arfgap1-stimulated ARF1 GTP hydrolysis, GDP FP detection. inhibition, % at 16.5 µM. actives 0.26% (n = 360,000);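 active = inhibition above a per-plate limit, mean inhibition of low control wells plus 3 SD, cut at about 25% in these data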;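 note: 0% = DMSO wells with enzyme and 100% = wells lacking Arfgap1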
Target sequence (Q62848 1-136 limits assumed): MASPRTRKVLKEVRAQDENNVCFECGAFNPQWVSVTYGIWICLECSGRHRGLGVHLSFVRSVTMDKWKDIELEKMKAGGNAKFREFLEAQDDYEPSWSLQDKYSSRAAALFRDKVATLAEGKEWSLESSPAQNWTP
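Repeats: one replicate per compound; assay system: rat Arfgap1 catalytic domain, aa 1-136; times: enzyme reaction 120 min at 25 °C after 20 min preincubation; detection: FP of antibody-bound GDP Alexa 633 tracer, ex 620/em 688 nm; benchmarks: high control wells lacking Arfgap1, low control full reaction with DMSO; reagent: human ARF1(Δ1-17)-GTP substrate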
UHRF1 MBD2 ctr: UHRF1 methylated DNA binding inhibitors, primary screen, counter-screen for MBD2 inhibitor project, biochemical, TR-FRET, human UHRF1, single concentration; E3 ubiquitin-protein ligase UHRF1 (Homo sapiens), Q96T88; UHRF1 binding to methylated oligo; inhibition, % at 4.4 µM; actives 0.75% (n = 370,000); AID 687016, 2013; in the data active = inhibition above about 21%;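 note: UHRF1 SRA domain binding a hemimethylated CpG hairpin DNA probe; 0% = median of test compound wells and 100% = reference inhibitor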
DDE Tn7 FP inh: inhibitors of Tn7 peptide binding to fibrin DD(E), primary screen, biochemical, fluorescence polarization, human fibrin, Tn7 probe. FP displacement of FITC-Tn7 peptide from fibrin DD(E); 0% = median of compound wells per plate. Fibrinogen beta chain (Homo sapiens), P02675. AID 720508, 2013. inhibition, % at 8.3 µM. actives 0.13% (n = 370,000);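 active = inhibition above the mean of compounds falling within the control limits plus 3 SD of them, cut at about 14% in these data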;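 note: 0% = plate median of compound wells and 100% = 10 µM Aha-Tn7 peptide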
Target sequence (P02675 whole entry, looked up): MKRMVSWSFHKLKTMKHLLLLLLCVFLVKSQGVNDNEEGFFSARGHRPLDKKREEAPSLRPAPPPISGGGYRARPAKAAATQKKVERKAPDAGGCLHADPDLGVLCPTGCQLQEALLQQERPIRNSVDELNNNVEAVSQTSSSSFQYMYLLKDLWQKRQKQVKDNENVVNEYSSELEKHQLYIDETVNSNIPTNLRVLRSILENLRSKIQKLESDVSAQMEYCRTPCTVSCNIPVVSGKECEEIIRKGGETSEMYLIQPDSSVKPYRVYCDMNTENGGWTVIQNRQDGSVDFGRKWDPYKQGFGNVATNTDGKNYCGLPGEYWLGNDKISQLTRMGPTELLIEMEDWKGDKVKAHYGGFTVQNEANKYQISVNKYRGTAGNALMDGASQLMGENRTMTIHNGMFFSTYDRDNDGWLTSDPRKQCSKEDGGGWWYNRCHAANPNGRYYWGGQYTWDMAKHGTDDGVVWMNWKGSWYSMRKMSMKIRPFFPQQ
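Test system – human fibrin DD(E) · Times – 10 min preincubation, 3 h with tracer, room temperature · Detection – fluorescence polarization of the labelled Tn7 tracer · Measure – percent inhibition normalized to high-control wells · Benchmarks – high control wells with 10 µM unlabelled Aha-Tn7 peptide (full inhibition) · Repeats – singlicate testing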
DDE Tn6 FP inh: inhibitors of Tn6 peptide binding to fibrin DD(E), primary screen, biochemical, fluorescence polarization, human fibrin, Tn6 probe. actives 0.21% (n = 370,000). AID 720509, 2013. inhibition, % at 8.3 µM. Fibrin DD(E) TRITC-Tn6 fluorescence polarization displacement;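 active = inhibition above a per-campaign cutoff: mean of compounds within control limits plus 3 SD, cut at about 15% in these data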;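 note: 0% = median of all compound wells on the plate and 100% = blocking peptide control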
* hit, by the source's call.

SMILES	PLC-gamma1 inh	ASAP1 GAP inh	Rev-erbA mod	proKLK7 act	PLCb3 inh	HGIII-sPLA2 inh	ARFGAP1 inh	UHRF1 MBD2 ctr	DDE Tn7 FP inh	DDE Tn6 FP inh
O=[N+]([O-])c1cccc(Cl)c1NCCNS(=O)(=O)c1ccc(Cl)cc1	2	6	3	-0.2	3	-7	-2	-2	9	4
Cc1ccc(Cn2cc(-c3ccccc3)nn2)cc1	2	3	-2	0.3	-4	-2	-4	-3	2	3
O=C(NCc1ccccc1)C1=C[C@@H](C2CC2)C[C@@H](OCCCCO)O1	-2	1	-2	-0.9	0	3	-4	1	3	-7
CCOc1ccc(N2C(=O)CC(NCCNc3ccc(C(=O)c4cccs4)cc3)C2=O)cc1 (stereo not given)	-10	10	0	-0.1	-26	-6	6	0	6	1
CCN(CC)CCNC(=O)c1c(O)c2cc(OC)c(OC)cc2[nH]c1=O	-37	10	8	1.5	-43	-1	-9	18	4	6
O=C(c1ccc(CS(=O)Cc2ccc(Cl)cc2)o1)N1CCN(c2ccc(F)cc2)CC1 (stereo not given)	9.5*	5	1	-0.3	-4	-9	-9	0	-7	-1
O=C(NCc1ccco1)/C(=C\c1ccco1)NC(=O)c1ccc(Br)o1	-2	-9	-3	0.2	2	-5	2	-5	2	-1
Nc1nc(CSc2n[nH]c(-c3ccccc3)n2)nc(Nc2ccccc2)n1	-7	0	0	0.5	7	-19	-7	1	1	4
O=C(Cc1nc2ccccc2[nH]1)NCc1ccco1	-11	1	0	-0.5	-16	-2	-5	-1	4	4
Cc1cc(C(=O)CCC(=O)N2CCN(c3ccccc3O)CC2)c(C)s1	-5	8	0	0.8	-10	-1	-1	-2	2	-3
O=C(Cc1ccccc1)NCC(=O)N/N=C/c1cccs1	-2	0	-4	0.3	-12	4	0	-1	-1	-10
CCOC(=O)COc1cccc2c(=O)n(CC(=O)NCCc3ccccc3)ccc12	0	1	-6	0.4	1	-3	3	1	1	0
CCCCNC(=O)c1ccccc1NC(=O)CN(c1ccccc1)S(=O)(=O)N(C)C	1	-12	2	-0.3	5	-6	-12	-1	2	7
CC1CCCCN1S(=O)(=O)c1ccc2c(c1)CCN2C(=O)CCC(=O)O (stereo not given)	-1	-5	1	0.1	-2	6	3	2	4	6
CC1CCN(S(=O)(=O)CCNC(=O)c2ccc(F)cc2)CC1	0	-1	-4	0.1	-4	0	-8	1	-4	9
COc1ccc(NC(=O)C(CC(C)C)NC(=O)C2CCCCC2)c(OC)c1 (stereo not given)	1	-2	0	0.1	-4	0	5	2	-2	6
CC(C)(C)c1ccc(NC(=O)c2cc(C3CCCN(S(=O)(=O)c4cccc5cccnc45)C3)on2)cc1 (stereo not given)	1	3	7	0.2	-1	6	2	2	0	1
CCC(C(=O)NC1CC1)n1nc(C)c2c(C)n(-c3ccc(C)cc3)nc2c1=O (stereo not given)	-3	-13	-3	-0.2	-5	4	-9	-1	4	5
Cc1ccc(NC(=O)c2ccc(Cl)c(S(=O)(=O)N3CCCCC3)c2)nc1	0	-1	5	-0.5	-4	3	5	-3	4	0
O=C(N1CCN(Cc2ccccc2)CC1)C12CC3CC(CC(C3)C1)C2	1	1	-5	0.3	1	-2	-2	7	3	-1
COCc1nnc(NC(=O)c2cccc(NC(=O)c3ccccc3)c2)s1	-2	-5	-6	-0.2	-9	-4	-7	-1	-2	4
O=C(CC1C(=O)NCCN1C(=O)c1ccc([N+](=O)[O-])cc1)Nc1ccc(F)cc1 (stereo not given)	0	3	-6	-0.3	-5	3	1	1	6	11
Cc1ccc(C(=O)OCC(=O)Nc2cccc(S(=O)(=O)NC3=NCCCCC3)c2)c(C)c1	-2	-9	-1	0.1	-4	-24	-6	12	4	4
COc1cccc(CNC(=O)Cn2ccc3cc(S(=O)(=O)N4CCC(C)CC4)ccc32)c1	2	1	0	0.9	-3	-25	-1	2	-6	-4

Whole records as entered above. Screens in order: PLC-gamma1 inh	ASAP1 GAP inh	Rev-erbA mod	proKLK7 act	PLCb3 inh	HGIII-sPLA2 inh	ARFGAP1 inh	UHRF1 MBD2 ctr	DDE Tn7 FP inh	DDE Tn6 FP inh
Shown for COc1ccc(NC(=O)C(CC(C)C)NC(=O)C2CCCCC2)c(OC)c1 (stereo not given) → 1	-2	0	0.1	-4	0	5	2	-2	6
Shown for O=C(CC1C(=O)NCCN1C(=O)c1ccc([N+](=O)[O-])cc1)Nc1ccc(F)cc1 (stereo not given) → 0	3	-6	-0.3	-5	3	1	1	6	11
Shown for CCCCNC(=O)c1ccccc1NC(=O)CN(c1ccccc1)S(=O)(=O)N(C)C → 1	-12	2	-0.3	5	-6	-12	-1	2	7
Shown for CC1CCCCN1S(=O)(=O)c1ccc2c(c1)CCN2C(=O)CCC(=O)O (stereo not given) → -1	-5	1	0.1	-2	6	3	2	4	6

(next part)
SMILES	PLC-gamma1 inh	ASAP1 GAP inh	Rev-erbA mod	proKLK7 act	PLCb3 inh	HGIII-sPLA2 inh	ARFGAP1 inh	UHRF1 MBD2 ctr	DDE Tn7 FP inh	DDE Tn6 FP inh
CC(=O)N1c2ccc(S(=O)(=O)N3CCC(C(=O)Nc4ncccc4C)CC3)cc2CC1C (stereo not given)	1	14	1	-0.3	-5	0	-6	-1	3	3
Cc1ccc(S(=O)(=O)N2CCCCC2)cc1NC(=O)Cn1ccsc1=N	1	-9	5	-0.6	-4	-2	10	3	-7	-9
COC(=O)c1c[nH]c(=S)n1Cc1ccccc1	0	-2	-2	0.5	3	4	15	2	-6	1
COc1ccc(-c2nnc(SCC(=O)N3CCc4ccccc4C3)o2)cc1	0	14	-2	0.1	-7	-5	9	1	0	3
CC(C)(CNC(=O)c1cccc(NS(=O)(=O)c2ccc(Br)cc2)c1)N1CCOCC1	1	-8	-6	-0.1	-5	-2	-3	0	-7	-1
CC(=O)C1=C(O)C(=O)N(c2ccc(Br)cc2)C1c1ccc([N+](=O)[O-])cc1 (stereo not given)	2	10	-1	0.3	-7	-7	0	-1	-7	2
Cc1[nH]n(-c2ccccc2)c(=O)c1N=Nc1cccc(S(=O)(=O)N2CCOCC2)c1	0	9	5	0.5	7	0	3	-1	-4	1
Cc1ccc(C(C)C)c(OCC(=O)NC(=S)Nc2ccccc2N2CCOCC2)c1	2	1	-2	0.0	-12	9	7	2	1	-5
COC(=O)c1cccc(Nc2cc(C)nc(-c3ccccc3O)n2)c1	-36	11	12	0.3	-40	0	8	3	-1	-1
CCOC(=O)c1cnc2ccc(C(=O)OC)cc2c1Nc1cccc(C(=O)O)c1	0	6	-9	0.1	0	3	2	0	7	-6
Cc1cc(Cl)ccc1C(O)c1ncc(-c2ccc(Cl)cc2)[nH]1 (stereo not given)	0	13	-9	-0.5	1	-5	6	2	4	4
CN(C)S(=O)(=O)c1ccc(Cl)c(C(=O)Nc2nc3ccccc3[nH]2)c1	-18	9	-3	-0.4	-20	2	8	39*	-9	2
CCOC(=O)C1=C(C)N=c2s/c(=C\c3ccc(OCC(=O)O)c(OC)c3)c(=O)n2C1c1ccc(OC)cc1 (stereo not given)	-17	4	5	-0.3	-28	-36	-9	-5	2	0
Cc1ccc(NC(=O)CNC(=O)OCc2ccccc2)cc1C	1	-9	-2	0.3	-8	-4	3	3	4	0
Cc1nn(C)c(C)c1NS(=O)(=O)c1ccc(N2CCCC2=O)cc1	-1	-2	2	0.3	0	5	-5	0	-2	-3
C=CCN1C(=O)c2n[nH]c(COC)c2C1c1ccc(C)cc1 (stereo not given)	-4	6	2	-0.4	3	12	1	1	-1	-2
COc1ccc(CCNC(=O)c2coc3ccccc3c2=O)cc1	0	-6	3	-0.2	-4	4	5	0	-2	-5
CSc1nc2c(c(C(F)(F)F)n1)CC(C)CC2 (stereo not given)	9.6*	4	5	0.0	-3	1	-6	0	0	6
C=CC[n+]1c(C)csc1Nc1cccc(Br)c1	3	2	11	0.1	-4	4	-10	0	-1	3
COc1ccc(NC(C)=O)cc1NC(=O)c1cccc(S(=O)(=O)N2CCc3ccccc32)c1	-3	15	4	1.1	-10	-3	-3	0	-2	0
Cn1nnnc1SCc1csc(C2C(C#N)=C(N)OC3=C2C(=O)CCC3)c1 (stereo not given)	2	6	4	0.0	-8	0	2	0	5	-2
CCO[C@H]1OC(C(=O)N2CCN(C)CC2)=C[C@@H](C)[C@@H]1CCCO	-1	6	6	0.6	4	0	-13	1	-6	11
CCNC(=O)c1cnn(-c2ccccc2)c1-c1ccccc1	6	14	1	-0.3	0	8	-2	3	-1	-2
C=CC[C@@H](CC(=O)N(CCO)Cc1ccccc1)C(=O)N[C@@H](C)COC(=O)[C@@H](CC=C)Cc1ccc(F)cc1	2	-11	4	0.2	2	-14	2	-2	3	1
CCN1CCCC1CNCc1cccc(OC)c1OCc1ccccc1F (stereo not given)	-1	-16	-8	-0.4	1	4	4	-3	2	5
CCN1CCN(C(c2cccs2)C(C)NC(=S)Nc2cc(C)ccc2C)CC1 (stereo not given)	3	0	9	0.6	-7	15	7	1	-4	5
O=C(c1ccc(Br)o1)N1CCN(C23CC4CC(CC(C4)C2)C3)CC1	2	-1	-3	0.2	-7	-5	-11	2	1	-6
O=C(Nc1ccc(Cc2ccncc2)cc1)C1CC1	2	-8	2	-0.2	3	-5	1	1	-9	-2
O=C(NNS(=O)(=O)c1ccc(Cl)cc1)C1CCN(Cc2ccccc2)CC1	6	4	3	-0.8	5	-23	6	3	0	-6
Cc1[nH]c(=S)[nH]c(=O)c1CCCO	7	0	-4	-0.7	0	6	-9	13	2	-2
O=C(NCc1ccco1)c1cnn2cccnc12	-23	-6	4	-0.6	-36	4	-3	1	0	2
CC(C)(C)N(Cc1cc2ccccc2[nH]c1=O)C(=O)c1cccnc1	3	-2	0	-0.4	-1	-4	7	0	-7	8
COc1ccc(CN2CCNC(=O)C2CC(=O)NCCCn2cccn2)cc1C (stereo not given)	-3	-8	0	-0.7	-12	3	14	-2	-4	-1
CCOC(=O)Cn1cc(Cl)c(=O)c(Cl)c1	3	-6	3	0.0	-2	2	11	4	-7	2
Cc1ccc2nc(SCC(=O)O)nc(C)c2c1	-2	-4	-3	-0.4	-5	-6	3	-2	-4	2

No enrichment for hits; overall some 4.5% were active at least once.
